Source: PubChem BioAssay
mHTT CaM bind: inhibitors of human mutant huntingtin-calmodulin interaction | 3.6% of 190,000 active | P42858 | AlphaScreen His-mHTT/GST-CaM binding, luminescence | inhibition, % at 15 µM;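 also: 0% = both proteins with DMSO and 100% = one protein alone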
Pf apPOL block: Pf-apPOL DNA polymerase inhibition. 0.25% of 210,000 active. inhibition, % at 10 µM. Recombinant Pf-apPOL, molecular beacon fluorescence, 1.5 h
* marks the source's active call; other numbers are inactive results; x = no result given; & = joins results of further samples. Rule as the data show it: active = inhibition above about 50%; inactive = the rest.

SMILES	mHTT CaM bind	Pf apPOL block
c1ccc(CNc2nc(C3CC3)nc3c2CCC3)nc1	8	-15
O=C(Nc1ccc(Nc2ccccc2)cc1)c1c(Cl)cccc1Cl	45	-8
O=C(c1cc2c(s1)CN(C1CC1)C2)N1CCN(c2ccccn2)CC1	9	1
CS(=O)(=O)NCc1cccs1	x	6&0
COc1ccc2oc(=O)c(C(=O)NCCC3=CCCCC3)cc2c1	-18&-11	1&1
COc1cc(C(=O)N2CCC(CC(=O)NCc3ccccc3C)CC2)cc(OC)c1OC	9	-2
CCCCC(=O)Nc1cc(Cl)ccc1C	-6	-7
COc1cccc(OC)c1C(=O)N1CCCC1c1cccc(F)c1 (stereo not given)	8	-2
Cc1ccc(NC(=O)N2CC(C)Oc3ccccc32)cc1C (stereo not given)	-3	-4
CN(C)S(=O)(=O)c1ccc(C(=O)Nc2nnc(-c3ccc(Cl)s3)o2)cc1	-1	-4
CCC(Sc1nc(C)cc(C(F)(F)F)c1C#N)C(=O)Nc1cc(C)on1 (stereo not given)	-5	-2
CC(C)n1cc(C=O)c2ccc(F)cc21	-2	x

Retrieved one by one from the entries so far, four records:
SMILES	mHTT CaM bind	Pf apPOL block
O=C(c1cc2c(s1)CN(C1CC1)C2)N1CCN(c2ccccn2)CC1	9	1
c1ccc(CNc2nc(C3CC3)nc3c2CCC3)nc1	8	-15
CS(=O)(=O)NCc1cccs1	x	6&0
CC(C)n1cc(C=O)c2ccc(F)cc21	-2	x

Continuation:
SMILES	mHTT CaM bind	Pf apPOL block
Cc1ccnc(Nc2nc(CC(=O)NCCc3cccs3)cs2)c1	15	-18
O=C(Nc1ccc(-c2nc3cccnc3s2)cc1)c1ccccc1Cl	-14	-15
O=C(O)COc1ccc(NC(=O)c2cccc(Br)c2)cc1	-3	-8
Cc1ccc2nc(NC(=O)c3ccc(=O)n(Cc4ccc(F)cc4)n3)sc2c1	-2	-1
COc1ccc(N(CC(=O)Nc2ccccc2C(N)=O)S(C)(=O)=O)c(OC)c1	-6	4
Brc1csc(CN2CCOCC2)c1	-6	-3
OC1(CC#CCN2CCOCC2)c2ccccc2-c2ccccc21	4	5
Cc1nc2sccn2c(=O)c1NC(=O)C1CCCCC1	-3	-3
COc1ccc(C2C=C(c3ccc(C)cc3)Nc3nnnn32)cc1 (stereo not given)	-16	-4
CC1(C)C(=O)NC(=O)N1C(=O)c1ccccc1	-8	-5
COc1cc(OC)c(OC)cc1/C=C1/N=C(c2ccc(Cl)cc2Cl)OC1=O	-6	-4
O=C(NCc1ccccc1)c1cc2c(s1)CCN(C(=O)c1ccc(Cl)cc1)C2	-3	-2
O=C(NCc1cccs1)C1CCN(c2nc3ccccc3o2)CC1	-2	-10
CCc1ccccc1NC(=O)c1scc(Br)c1OC	x	0
CC(=O)N(CCS(=O)(=O)c1ccc(Cl)cc1)Cc1cccs1	x	-9
O=Cc1ccc(-c2c(-c3ccccc3)oc3c2C(O)CCC3)o1 (stereo not given)	22	2
COC(=O)CNC(=O)N1CCCC1c1c(C)noc1C (stereo not given)	-5	0
COc1ccc(CCCC(=O)Nc2cc(Cl)ccc2OC)cc1	-66	-4
O=C(O)C1CCCCC1C(=O)Nc1cnn(Cc2ccccc2)c1 (stereo not given)	1	5
COc1ccc(C2=N/C(=C\c3sccc3C)C(=O)O2)cc1Br	9	-4
CC1C(=O)N(c2ccc(F)cc2F)CCN1S(=O)(=O)c1ccc(F)cc1 (stereo not given)	-3	-4
C=CCN1C(=Nc2cccnc2)SCC1(O)c1ccccc1 (stereo not given)	12	-5
COc1ccc(C2C(C(=O)Nc3ccccc3OC)=C(C)Nc3nc4ccccc4n32)cc1 (stereo not given)	36	-1
Cc1ccc(NC(=O)c2cc(C(C)C)n3nccc3n2)cc1C	-15	5
Cc1ccc(S(=O)(=O)Nc2nc3ccc(C(=O)N4CCOCC4)cc3s2)cc1	0	-5
COc1cccc(NC(=O)c2cc3c(s2)CN(C2CC2)C3)c1	6	-5
Cc1ccc(CNc2ccc(-c3nc(-c4ccc(F)cc4)no3)cn2)cc1	-11	-3
CCn1cc(CN2CCC(c3nncn3-c3ccccc3)CC2)cn1	4	2
COc1ccc2c(c1)CC(CNC(=O)c1cc(F)ccc1F)O2 (stereo not given)	5	0
Cc1ccc(C(=O)NCc2ccc3c(c2)OCO3)o1	1	2
CC(O)CNc1nc2c(c(=O)n(C)c(=O)n2C)n1Cc1ccc(Cl)cc1Cl (stereo not given)	5	5
COc1ccc(NC(=O)c2ccc(-c3ccc(F)cc3)nc2)cc1	-2	0
CCOc1ccc(C(=O)Nc2ccc(-c3cc4ccccc4oc3=O)cc2)cc1[N+](=O)[O-]	2	-3
COc1ccc(/C=C2\SC(=O)N(CC(=O)NC(C)(C)C)C2=O)cc1OC	5	-6
c1ccc(Nc2nc(N3CCCC3)nc(N3CCNCC3)n2)cc1	10	-11
CCc1ccc(C(=O)N2CCCC(c3cccc(C(=O)N4CCOCC4)c3)C2)cc1 (stereo not given)	-3	-1
N#CCn1cccc1-c1nc(-c2cccnc2)no1	11	26
COc1ccc(CCNc2ccc(Cl)cn2)cc1OC	6	0
Cc1nc(-c2ccccc2OC(F)(F)F)[nH]c(=O)c1Cl	x	-8
O=C(NCc1ccccc1)c1cccc(NC(=O)c2ccco2)c1	0	-1
C=CCN([C@@H](CC(C)C)C(=O)OC)S(=O)(=O)N(CC=C)[C@@H](CC(C)C)C(=O)OC	-8	-7
O=[N+]([O-])c1ccc(N2CCOCC2)cc1NCc1ccc(Cl)cc1	8	-16
COc1ccccc1Oc1c(C)oc2c(CN3CCOCC3)c(O)ccc2c1=O	0	-4
COc1ccc(-c2cc3ccc(O)c(CN(C)C)c3oc2=O)cc1OC	-11	-146
Cn1ncc(N2CCCC(C(=O)NCc3ccc4c(c3)OCO4)C2)cc1=O (stereo not given)	3	-3
O=C(NCc1ccccc1)O[C@@H]1C[C@H]2C[C@@H]1[C@H]1CCCCN1C2=O	-10	-6
Cc1ccc(Sc2ccc(NC(=O)Nc3ccc(OC(F)(F)F)cc3)cn2)cc1	x	-6
CC(=O)N1CCc2cc(Br)cc(S(=O)(=O)Nc3ccc(C)cc3C)c21	24	-2
Cc1cccc(C(=O)N2CCCC(c3nc(CCNC(=O)C4CC4)cs3)C2)c1 (stereo not given)	3	-3
Cc1ccccc1CNC(=O)C1CCc2sc(C(=O)N3CCOCC3)cc2C1 (stereo not given)	-1	-7
O=C1OC(c2ccc(F)cc2)=C/C1=C\c1ccc(O)cc1	26	-9
COc1ccc(C2N(C(=O)c3ccccc3)CCN2C(=O)c2ccc(C)cc2)cc1 (stereo not given)	11	-2
Nc1ccc(-c2ccc(N)c(C(=O)O)c2)cc1C(=O)O	3	-4
N#CC1CSc2[nH]c(=O)sc2C1c1ccccc1 (stereo not given)	6	1
COc1ccc(C(CCN2CCCCC2)c2c(O)cc(OC)cc2OC)cc1 (stereo not given)	-1	-8
CN(C)CC1C(=O)N(c2ccccc2)N(c2ccccc2)C1=O	72*	-6
CCn1c(=O)oc2cc(-c3noc(-c4cccc(F)c4)n3)ccc21	-7	-3
COc1ccc(C2=N/C(=C\c3ccc(C)cc3)C(=O)O2)cc1Br	-1	-1
Cc1cccc(Nc2ccc(N3CCN(C(=O)c4ccc(Br)o4)CC3)nn2)n1	-4	-6
N#C/C(=C\c1cn[nH]c1-c1ccccc1)c1nc2ccccc2[nH]1	10	-1

New compounds follow
SMILES	mHTT CaM bind	Pf apPOL block
C[C@@H]1COc2cc(Br)ccc2S(=O)(=O)N1Cc1cn(CCC2OCCO2)nn1	-12	-5
COc1ccc(C2=NN(C(=O)CCC(=O)O)C(c3cc4ccc(OC)cc4nc3Cl)C2)cc1 (stereo not given)	7	-10
O=C(CSc1nc2c(c(=O)n1-c1ccc(Cl)cc1)SCC2)Nc1cccc(F)c1	7	2
Cc1cc(NS(=O)(=O)c2ccc(NC(=O)c3ccc(Cl)c(Cl)c3)cc2)nc(C)n1	11	-1
CCCCNC(=O)c1cc2c(C)cc(C)cc2[nH]1	x	-8
CCOC(=O)N1CCN(C(=O)Cn2nc(-c3ccco3)ccc2=O)CC1	17	20
COc1ccc(C(=O)NCc2ccco2)c(OC)c1OC	3	-5
COc1ccc(-c2noc(-c3ccc([N+](=O)[O-])cc3)n2)cc1	2	6
Cc1ccsc1C1CC(=O)Nc2c1c(=O)nc1c(C)cccn21 (stereo not given)	-3	x
CN(C)C(=O)c1cccnc1SCCS(=O)(=O)c1ccccc1	x	6&7
Cc1cc(-n2ccnc2)n2c(nc3ccccc32)c1C#N	-1	0
CC(C)SCCCOc1ccccc1[N+](=O)[O-]	-7	-4
O=C(CN1CCOCC1)Nc1nccs1	-3	-2
Cc1ccc(Cl)cc1NC(=O)Cc1ccccc1[N+](=O)[O-]	2	-6
Cc1ccc(-c2nn(CC(=O)Nc3cc(C)ccc3C)c(=O)c3ccccc23)cc1	-5	1
O=C(Nc1ccccc1)Nc1ccccc1C(=O)O	1	-5
Cc1scc2nc(C(=O)NC3CCCCC3)nc(N(C)C)c12	12	-3
Cc1cc(Cl)ccc1NC(=O)C1CCCN(c2cnc3nccnc3c2)C1 (stereo not given)	0	0
Cc1ccc(-c2cc(-c3ccncc3)c(C#N)c(N)c2C#N)cc1	2	2
Cc1c(Cl)cccc1NC(=O)C(C)n1ncccc1=O (stereo not given)	-8	-4
CC(C)C(=O)Nc1ccc(SCC(=O)NCc2ccco2)nn1	-1	12
CCSc1nnc(-c2nn(C)c3c2CN(C(=O)c2ccccc2C)CC3)n1C	-2	1
N#CC(=Cc1ccc(C(F)(F)F)cc1)c1ccc(OCc2ccc(Cl)c(Cl)c2)cc1	x	-4
CC1CC(C)CN(c2nc3c(c(=O)n(C)c(=O)n3C)n2CCSc2nc3ccccc3o2)C1 (stereo not given)	4	-3

Shown as comma-separated lines: part of the list above
molecule,mHTT CaM bind,Pf apPOL block
O=C(CN1CCOCC1)Nc1nccs1,-3,-2
Cc1ccc(Cl)cc1NC(=O)Cc1ccccc1[N+](=O)[O-],2,-6
Cc1ccc(-c2nn(CC(=O)Nc3cc(C)ccc3C)c(=O)c3ccccc23)cc1,-5,1

(continued)
SMILES	mHTT CaM bind	Pf apPOL block
CC(C)(C)N(Cc1cn(Cc2ccccc2)nn1)S(=O)(=O)c1ccc(N2CCCCC2)cc1Br	-6	-10
Cc1nc(N)nc(NN=Cc2ccccn2)n1	x	-48
Cc1cccc2nnc(N3CCC(C(=O)NCc4ccccc4Cl)CC3)n12	10	4
CCCc1nc2c(c(=O)n1CC(=O)NCc1ccc(C)cc1)CCN(Cc1ccccc1)C2	4	-10
Cc1ccc(CC(=O)N2CCc3[nH]nc(C(=O)N4CCCCC4)c3C2)cc1	4	-1
O=C(NC1CCC(CC2CCC(NC(=O)c3ccncc3)CC2)CC1)c1ccncc1 (stereo not given)	1	1
CCn1ccc(C(=O)N2CCC(Cc3nc4cccnc4n3CC(C)C)C2)n1 (stereo not given)	6	4
CCn1c(SC)nnc1-c1nn(C)c2c1CN(C(=O)c1ccoc1)CC2	-1	-2
O=C(O)CCC(=O)Nc1ncccc1OCc1ccc(Cl)c(Cl)c1	x	-30
NS(=O)(=O)c1ccc(N=Cc2ccccc2O)cc1	x	1
COc1ccc(CNC(=O)C2CCN(c3nnc(-c4ccc(C)cc4)o3)CC2)c(OC)c1	49	-9
CC(=O)Nc1ccc(S(=O)(=O)N2CCN(C3CC4CCC3C4)CC2)cc1 (stereo not given)	-1	25

3 entries from above, with each value named:
Structure: CCn1ccc(C(=O)N2CCC(Cc3nc4cccnc4n3CC(C)C)C2)n1 (stereo not given)
  mHTT CaM bind: 6 | Pf apPOL block: 4
Structure: CCn1c(SC)nnc1-c1nn(C)c2c1CN(C(=O)c1ccoc1)CC2
  mHTT CaM bind: -1 | Pf apPOL block: -2
Structure: O=C(O)CCC(=O)Nc1ncccc1OCc1ccc(Cl)c(Cl)c1
  mHTT CaM bind: x | Pf apPOL block: -30

(further entries)
SMILES	mHTT CaM bind	Pf apPOL block
O=C(Cc1nc(-c2ccccc2)n[nH]1)NC1CC1	6	0
Cc1ccccc1CNC(=O)c1ccc(C2SCC(=O)N2Cc2ccccc2)cc1 (stereo not given)	7	-5
COc1cccc(C2=CC(c3cccc(OC)c3)n3ncnc3N2)c1 (stereo not given)	13	-1
COc1cccc(-n2nc(C(=O)Nc3ccc(F)c(Cl)c3)c3ccccc3c2=O)c1	0	-4
O=C(O)C1CSC(c2ccc(C(F)(F)F)cc2)N1 (stereo not given)	2	-4
Cc1ccc(C2CC(c3cccc(C)c3)=NN2C(=O)CN2CCOCC2)cc1 (stereo not given)	85*	-6
COc1ccccc1-n1nc(C(=O)Nc2ccccc2F)c2ccccc2c1=O	2	0
COc1ccc(CCN2CC(C(=O)NCc3cc(F)cc(F)c3)CC2=O)cc1OC (stereo not given)	3	0
COc1ccc(-c2nnn(CN3CCCCC3)n2)cc1OC	2	-3
CCCCN(CCCC)CCCn1cnc2ncccc2c1=O	x	1
O=C(NCc1ccccc1)C(=O)NCC1OCCc2ccccc21 (stereo not given)	-1	-3
CCOc1ccc(-n2ccn3cc(-c4cc(C)ccc4C)nc3c2=O)cc1	-9	1
Cc1ccc(-c2csc(Nc3ccccn3)n2)cc1C	26	4
Cc1ccccc1CNC(=O)C1(C)CCCN(C(=O)c2ccc(F)cc2)C1 (stereo not given)	-2	-2
O=C1N=C(c2ccccc2)C(C(=O)Nc2ccc(Br)cc2)=C1O	x	-3
COc1ccc(S(=O)(=O)Nc2ccc(Br)c(C(F)(F)F)c2)cc1OC	x	-1
CC1CCCCC1NC(=O)CCSCc1ccccc1Cl (stereo not given)	-16	-18
CCC(C)c1ccccc1NS(=O)(=O)c1cccc2cccnc12 (stereo not given)	0	-10
O=C(Nc1ccc(N=Cc2ccccc2O)cc1)c1ccccc1O	x	0&-2

Record cards, as listed above. Order of screens: mHTT CaM bind	Pf apPOL block
Entry for `Cc1ccc(-c2csc(Nc3ccccn3)n2)cc1C` → 26	4
Entry for `COc1ccc(S(=O)(=O)Nc2ccc(Br)c(C(F)(F)F)c2)cc1OC` → x	-1
